# Assay outcomes from PubChem BioAssay.
# HSP90 refold inh: HSP90 refolding inhibition in rabbit reticulocyte lysate; luciferase refolding luminescence, 3 h; inhibition, % at 5.6 µM; 0.91% of 290,000 active; AID 1789;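 active means inhibition above the screen-wide mean plus 3 SD, computed separately per campaign, cut at about 16% in these data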;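 further: 0% = DMSO wells and 100% = 60 µM geldanamycin wells; inhibitors lower the luminescence because luciferase stays unfolded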
# SKKanGAS inh: blocks kanamycin growth of S. pyogenes SKKanGAS strain; BacTiter-Glo, 6 h; inhibition, % at 7.5 µM; 1.3% of 300,000 active; AID 1662;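 active means mean replicate score, as percent of positive control median, at least 50; inconclusive means mean below 50 but one replicate at or above 50; inactive means mean and every replicate below 50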;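 further: strain carries kanamycin resistance gene driven by streptokinase promoter and grows in 40 µg/ml kanamycin; loss of luminescence reflects streptokinase promoter inhibition or plain growth inhibition; 0% = median of DMSO wells and 100% = positive control at its reference dose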
# HSF1 inh: HSF1 inhibition; 0.77% of 300,000 active; activity change, negative = inhibition, % at 7.5 µM (by protocol); NIH3T3-HGL HSE-luciferase, MG132-induced, luminescence 8 h; hits give low values; AID 2098;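 active means more than half of replicate wells show activity change below -50%, luminescence cut by over half; inconclusive means some wells, but at most half, below -50%; inactive means no replicate well below -50%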;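 further: luciferase reports HSF-1 transcriptional activity via heat shock element; 0% = median of DMSO wells and -100% = zero luminescence signal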
# HSF-1 act: increases HSF-1 driven luciferase reporter signal | NIH3T3-HGL HSF-1 luciferase reporter, MG132, 8 h; 100% = twice DMSO control signal | activation, % at 9 µM | 1.7% of 300,000 active;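 active means mean replicate activation of at least 50% with a set share of replicates each reaching 50%; inconclusive means only one of those two conditions met; inactive means mean below 50% and too few replicates reaching it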;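 further: 0% = median of the neutral control wells and 100% = twice that signal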
# aSyn 5UTR inh: 5' untranslated region of α-synuclein, MLPCN primary screen | AID 1813 | 0.82% of 300,000 active | alpha-synuclein 5'UTR reporter, inhibitor activity | inhibition, % (tested at 7.5 µM); in the data active means inhibition above about 60%; inconclusive means no clear call, values can overlap the other calls;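 further: H4 neuroglioblastoma cells stably carrying SNCA 5'UTR luciferase fusion; 0% = DMSO wells and 100% = positive control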
# IEC-6 tox: kills IEC-6 intestinal cells in KLF5 counter-screen; IEC-6 cytotoxicity, luminescence viability; inhibition, % at 5 µM; 0.78% of 290,000 active; AID 1825; in the data active means inhibition above about 22%;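 further: 0% = plate median of test compound wells and 100% = cytotoxic reference compound wells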
# Platelet DG rel: platelet dense granule release activity | inhibition, %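 (compounds screened at 7.5 µM in platelet-rich plasma)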 | 0.22% of 300,000 active | human platelet-rich plasma, SFLLRN dense granule ATP release, luminescence | AID 1663;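 active means mean replicate score, as percent of positive control, at or above 50; inconclusive means mean below 50 but at least one replicate at or above 50; inactive means mean and every replicate below 50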
# HIF act: HIF pathway transcriptional activation; U2OS HRE-luciferase reporter, luminescence; normalized: DMSO 0%, desferrioxamine 100%; activation, % at 7.5 µM (by protocol); 0.32% of 300,000 active; AID 1910;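 active means mean activation of at least 10% of the iron chelator positive control signal, with at least half of replicates also reaching 10%; inconclusive means mean and replicate majority disagree about reaching 10%; inactive means mean and most replicates under 10%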
# KLF5 inh: inhibitors of KLF5 expression | 0.23% of 290,000 active | DLD-1 KLF5 promoter-luciferase reporter, luminescence | AID 1700 | inhibition, % at 5 µM;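 active means inhibition above a per-plate limit of that plate's mean compound inhibition plus 3 SD, cut at about 60% in these data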;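 further: 0% = DMSO wells and 100% = LY294002 at 200 µM; higher means less KLF5 promoter-driven luciferase light; inactives centre near -14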
# AI-2 QS modul: Vibrio harveyi AI-2 quorum sensing modulation; AID 2094; activity change, % at 7.5 µM; 0.4% of 300,000 active; Vibrio harveyi JMH597 AI-2 luminescence/OD600 ratio, 9 h; hits give low values; strain lacks LuxN and CqsS sensors; 0 = neutral-control median; in the data active means activity change below about -75%, passing the limit was not always enough; inconclusive means no clear call, values can overlap the other calls;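 further: luminescence divided by OD600 gain over 9 h not by final OD600 alone; inactives centre near 13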
# * marks the source's active call; other numbers are inactive results; ? = inconclusive; nt = no result given.
(1) Cc1ccccc1C(=O)Oc1ccc2ccc(O)cc2c1
(2) O=C(NC1CCCCC1)C(c1cccs1)N(CC1CCCO1)C(=O)c1csnn1 (stereo not given)
(3) O=C(NCc1ccccn1)c1cccc([N+](=O)[O-])c1
(4) CCCCNC(=O)CSc1nc2ccc(NC(=O)CSc3nnc(COc4ccccc4C)n3C)cc2s1
(5) Cc1cccc(-n2c(O)c(C=Nc3ccc(O)cc3)c3ccccc3c2=O)n1
(6) CCN(CC)C(=O)Cc1c(O)c2ccccc2[nH]c1=O
(7) Cn1nnnc1SCC(=O)NCc1ccco1
(8) CCOC(=O)c1cccc(NC(=O)CCc2nc(-c3ccc(C)cc3)no2)c1

Screen / compound no.	1	2	3	4	5	6	7	8
HSP90 refold inh	-1	-2	0	3	0	4	0	5
SKKanGAS inh	2	-1	-2	-8	-2	3	-6	1
HSF1 inh	22	-8	18	?	4	-4	1	-4
HSF-1 act	32	15	62*	-45	7	-1	19	-20
aSyn 5UTR inh	-162	15	0	-10	23	-5	10	6
IEC-6 tox	4	2	3	1	-2	-5	-4	-2
Platelet DG rel	2	-2	8	-4	-11	11	7	9
HIF act	4.5	-0.3	-0.4	0.0	-0.5	-0.3	0.1	0.3
KLF5 inh	-101	-10	-6	-8	-9	-13	3	-11
AI-2 QS modul	-9	-1	2	16	9	17	-4	3

(9) CC(=O)Nc1ccc(NC(=O)c2nc(S(=O)(=O)Cc3cccc(C)c3)ncc2Cl)cc1
(10) CCN(CC)CCN(C(=O)c1cc2c(ccc3ccccc32)oc1=O)c1nc2cc3c(cc2s1)OCCO3
(11) CCOC(=O)C(C)Sc1nnc(-c2ccccc2O)n1Cc1ccccc1 (stereo not given)
(12) O=C(N/N=C/c1ccc(OC(=O)c2ccccc2)cc1)c1cccnc1
(13) CC1=CC(c2ccccc2)n2nc(N3C(=O)CCC3=O)nc2N1 (stereo not given)
(14) COc1ccc(-c2cc3ccc(OC(C)C(=O)O)cc3oc2=O)cc1 (stereo not given)
(15) O=C(CSc1ncn(-c2ccccc2)n1)Nc1nncs1
(16) CSc1nc(SC(C)C(=O)O)c2c3c(sc2n1)COC(C)(C)C3 (stereo not given)

Screen / compound no.	9	10	11	12	13	14	15	16
HSP90 refold inh	2	5	-2	2	-4	-1	-4	0
SKKanGAS inh	3	2	-6	-4	1	3	1	-1
HSF1 inh	?	-12	3	6	4	2	-3	2
HSF-1 act	-40	-9	32	6	24	-6	7	25
aSyn 5UTR inh	44	78*	0	-2	9	7	5	19
IEC-6 tox	36*	-8	1	-2	3	1	-1	2
Platelet DG rel	0	11	1	4	1	-4	-1	-2
HIF act	-5.2	-0.7	-1.3	0.7	-3.4	0.4	-0.6	-0.8
KLF5 inh	34	-84	-9	-8	-34	-38	-11	34
AI-2 QS modul	8	20	12	35	31	18	10	30

(17) N=C1C(c2ccccc2)=C(O)CN1NC(=O)c1ccc(Cl)cc1
(18) O=C(O)C1C2C=CC(O2)C1C(=O)NC1CCCc2ccccc21 (stereo not given)
(19) O=c1[nH]c2cc3c(cc2cc1C(c1nnnn1C1CCCC1)N1CCSCC1)OCCO3 (stereo not given)
(20) O=c1c2c(nc3nc[nH]n13)CCC2
(21) CC(C)(C)C1CCC(C(=O)Nc2ccccc2)CC1 (stereo not given)
(22) C/C(=N/OCc1ccc(Br)cc1)c1ccccn1
(23) C/C(=C\C(=O)O)C(=O)Nc1nccs1
(24) CCOCCOC(=O)c1ccc(NC(=O)C2COc3ccccc3O2)cc1 (stereo not given)

Screen / compound no.	17	18	19	20	21	22	23	24
HSP90 refold inh	-4	-2	2	3	0	-2	0	-1
SKKanGAS inh	-2	0	5	1	4	25	6	-1
HSF1 inh	-9	-5	-11	nt	-4	22	-11	5
HSF-1 act	-1	2	-3	nt	-4	84*	-15	15
aSyn 5UTR inh	-15	3	16	11	7	-123	14	-2
IEC-6 tox	-2	-4	-6	1	-7	-6	2	-3
Platelet DG rel	0	-9	11	1	-4	4	-10	5
HIF act	-0.3	-0.1	-0.2	-0.3	-1.1	1.7	-0.5	-13
KLF5 inh	-31	-31	-17	-34	-50	-66	18	-29
AI-2 QS modul	11	-9	6	16	5	18	25	28

(25) Cc1ccnc2nc(C(=O)Nc3nnc(-c4ccc(Cl)cc4)o3)nn12
(26) COC(=O)c1ccc(C2C(C(=O)c3ccco3)=C(O)C(=O)N2CC2CCCO2)cc1 (stereo not given)
(27) O=C(Nc1ccccc1F)N1CCC(NC(=O)C23CC4CC(CC(C4)C2)C3)CC1
(28) COC(=O)c1ccc(OCC(=O)c2ccc(C)c(C)c2)cc1
(29) O=C(CCC(=O)N(CC(=O)NC1CCCCC1)Cc1ccc(F)cc1)Nc1nccs1
(30) Cc1ccc(C)c(NC2=NCC(=O)N2c2ccc3c(c2)OCCO3)c1
(31) CCc1noc(C)c1C(=O)N(CCC(C)C)c1c(N)n(Cc2ccccc2)c(=O)[nH]c1=O
(32) CCOC(=O)C(CC)Sc1nnc2c3cc(C)ccc3n(C)c2n1 (stereo not given)

Screen / compound no.	25	26	27	28	29	30	31	32
HSP90 refold inh	-2	0	2	-5	5	-3	nt	-1
SKKanGAS inh	-6	-6	7	2	3	4	24	14
HSF1 inh	-10	-4	1	3	0	-7	0	8
HSF-1 act	20	-9	4	1	-16	-12	-4	1
aSyn 5UTR inh	-18	-2	8	-28	-2	-44	3	-19
IEC-6 tox	-6	-4	6	-6	1	-4	nt	-3
Platelet DG rel	-19	22	23	1	5	20	-1	-2
HIF act	0.1	0.2	0.2	1.5	1.2	1.4	-0.7	-0.3
KLF5 inh	-18	-26	-5	-66	-4	-16	nt	-7
AI-2 QS modul	35	5	nt	18	14	9	9	31

(33) Cc1ccc(C(CC(=O)O)C2CCOC(C)(C)C2)cc1 (stereo not given)
(34) Cc1nn2c3ccccc3n(Cc3ccccc3)c2nc1=O
(35) Cc1ccc(-c2nn(-c3ccccc3)cc2C=C2C(=O)CC(C)(C)CC2=O)cc1
(36) O=C(c1ccc(Br)s1)N1CCN(c2ccccn2)CC1
(37) Cc1cc(C)nc(SCC(=O)Nc2ccc(S(=O)(=O)Nc3nccs3)cc2)n1
(38) S=c1[nH]nc(Cn2nnc3ccccc32)n1-c1ccccc1
(39) COc1ccc(-c2noc(CCCC(=O)O)n2)cc1
(40) CN1CC(=O)N(CC(=O)N2CCC(Cc3ccccc3)CC2)C1=O

Screen / compound no.	33	34	35	36	37	38	39	40
HSP90 refold inh	-1	-3	-1	3	-4	2	5	-2
SKKanGAS inh	0	-4	2	7	-12	-3	7	-5
HSF1 inh	-3	4	16	7	3	9	-47	-6
HSF-1 act	-15	5	16	30	6	-3	-55	6
aSyn 5UTR inh	9	10	-94	-17	18	9	89*	15
IEC-6 tox	-2	-1	2	-7	1	7	1	-4
Platelet DG rel	7	nt	11	-46	-14	-6	0	0
HIF act	42*	-1.4	2.1	-0.2	nt	-0.4	-2.0	0.2
KLF5 inh	-42	-19	-66	-25	0	-17	32	-16
AI-2 QS modul	5	18	19	10	17	0	21	25

(41) Cc1ccc(C(=O)N/C(=C\c2ccc(Cl)cc2)C(=O)NCC2CCCO2)cc1 (stereo not given)
(42) COC(=O)CC1COc2ccccc2N1C(=O)c1ccc(C(C)(C)C)cc1 (stereo not given)
(43) O=C(Cc1cccc(F)c1)Nc1ccc2c(c1)CCC2
(44) CCOC(=O)C1CCN(C(=O)C2(NC(=O)Nc3cccc(F)c3)CCCCC2)CC1
(45) COc1cc(NC(=O)c2ccc(Br)o2)ccc1NC(=O)c1ccccc1Cl
(46) CSc1cccc(NS(=O)(=O)c2ccc(F)cc2)c1
(47) O=C(CSc1nnc(NC(=O)C2CC(=O)N(c3ccc(F)cc3)C2)s1)NCc1ccco1 (stereo not given)
(48) O=C(COc1ccccc1)Nc1ccc(N2CCN(C(=O)c3cccs3)CC2)cc1

Screen / compound no.	41	42	43	44	45	46	47	48
HSP90 refold inh	-2	0	-3	-2	-3	-5	0	-1
SKKanGAS inh	-1	4	2	-2	10	-1	54*	nt
HSF1 inh	-7	-2	0	4	4	-1	-1	nt
HSF-1 act	9	-14	9	10	-1	14	7	nt
aSyn 5UTR inh	8	22	-32	-19	44	6	0	nt
IEC-6 tox	-4	3	-14	-6	3	0	-2	-7
Platelet DG rel	-2	4	0	-6	3	5	-20	nt
HIF act	-0.4	-0.1	1.5	-0.6	-0.8	0.5	-0.1	nt
KLF5 inh	-18	-8	-77	19	-19	-18	-39	-10
AI-2 QS modul	19	19	12	13	30	-5	22	18

(49) O=C(NNC(=O)c1nn(-c2ccc(F)cc2)ccc1=O)c1ccccc1Cl
(50) COc1ccc(CC(=O)NC2CCN(Cc3nnnn3C(C)(C)C)CC2)cc1OC
(51) CSc1nnc2c(n1)c(C)nn2-c1cccc(C)c1
(52) NC(=O)CC(NC(=O)Cc1cccc2ccccc12)c1ccc(NC2CCN(Cc3ccccc3)CC2)c([N+](=O)[O-])c1 (stereo not given)
(53) COc1ccc(CN(C(=O)c2cc3ccccc3oc2=O)C2CCCCC2)cc1OC
(54) CCOc1cc(/C=C2/C(=O)ON=C2C)ccc1O
(55) CCOC(=O)CN1C(=O)S/C(=C/c2cc(C)n(-c3ccccn3)c2C)C1=O
(56) Cc1onc(-c2ccccc2)c1C(=O)N/N=C/c1ccc(O)c([N+](=O)[O-])c1
(57) Cc1ccc2c(c1)N(C(=O)CCC(=O)NCCCN1CCN(C)CC1)CCO2
(58) CC(C)(C)c1ncc(S(=O)(=O)c2ccc(C(F)(F)F)cn2)c(N)n1

Screen / compound no.	49	50	51	52	53	54	55	56	57	58
HSP90 refold inh	0	7	0	-4	0	-6	2	-2	-3	0
SKKanGAS inh	15	6	5	5	-3	4	2	0	4	3
HSF1 inh	-15	-4	3	-2	12	-13	28	4	-7	3
HSF-1 act	-16	-2	3	6	10	-18	47	-8	-7	21
aSyn 5UTR inh	-1	1	-172	-18	-65	6	-150	15	-15	7
IEC-6 tox	5	0	6	-2	5	-4	3	0	-6	-6
Platelet DG rel	4	-2	-4	1	1	-6	1	-4	2	5
HIF act	0.3	-0.4	3.4	-0.6	3.1	0.4	4.9	0.3	0.0	0.0
KLF5 inh	-11	-6	-15	-1	-1	-32	-2	-25	-4	-14
AI-2 QS modul	nt	41	11	31	12	12	16	12	3	-2

# 3 of the entries above in order of their number in HSF1 inh, ascending:
entry | SMILES | HSP90 refold inh | HSF1 inh | HSF-1 act | aSyn 5UTR inh | Platelet DG rel | KLF5 inh | AI-2 QS modul
17 | N=C1C(c2ccccc2)=C(O)CN1NC(=O)c1ccc(Cl)cc1 | -4 | -9 | -1 | -15 | 0 | -31 | 11
26 | COC(=O)c1ccc(C2C(C(=O)c3ccco3)=C(O)C(=O)N2CC2CCCO2)cc1 (stereo not given) | 0 | -4 | -9 | -2 | 22 | -26 | 5
55 | CCOC(=O)CN1C(=O)S/C(=C/c2cc(C)n(-c3ccccn3)c2C)C1=O | 2 | 28 | 47 | -150 | 1 | -2 | 16
